High-throughput results (PubChem BioAssay)
Fh CTSL1 inh: blocks F. hepatica cathepsin L1 in PFM18AAP counter-screen. recombinant F. hepatica cathepsin L1, Z-Leu-Arg-MCA fluorescence. inhibition, % at 5.96 µM. actives 0.49% (n = 300,000). AID 1906;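 active = inhibition above the mean of all tested compounds plus 3 SD, set per screening campaign, cut at about 17% in these data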;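 note: 0% = plate median of test compound wells and 100% = 1 µM Z-Phe-Ala-diazomethylketone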
procasp3 activ: activators of human procaspase-3. P42574. recombinant procaspase-3 D3A, Ac-DEVD-pNA absorbance 405 nm. activation, % at 8.5 µM. actives 0.11% (n = 330,000). AID 463141;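 active = activation above the mean of all tested compounds plus 3 SD, cut at about 21% in these data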;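 note: 0% = DMSO alone and 100% = DMSO wells spiked with extra 5 µM PC-3 D3A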
Target sequence (P42574 whole entry D9A/D28A/D175A): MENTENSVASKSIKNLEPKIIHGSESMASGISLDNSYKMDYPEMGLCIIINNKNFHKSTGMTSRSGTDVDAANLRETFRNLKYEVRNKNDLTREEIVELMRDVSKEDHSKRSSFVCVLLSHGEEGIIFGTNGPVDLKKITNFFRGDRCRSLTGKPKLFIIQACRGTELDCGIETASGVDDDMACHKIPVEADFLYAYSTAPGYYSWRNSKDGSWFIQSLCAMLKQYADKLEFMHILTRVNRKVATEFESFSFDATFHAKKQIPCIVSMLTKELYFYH
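Compound: 8.5 µM single point, 0.8% DMSO / Material: Autoprocessing-dead procaspase-3 D3A mutant enzyme / Timing: 1 h preincubation plus 2 h reaction at 25 °C / Medium: Zinc-free HEPES/NaCl buffer with 0.01% Triton X-100 at pH 7.4 / Technique: 405 nm absorbance of p-nitroaniline, reads at 0 and 120 min / Repeats: one well per compound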
JMJD2C inh: blocks human GASC-1 demethylase activity; GST-JMJD2C(1-420) H3K9me3 demethylation, DELFIA europium; inhibition, % at 2.35 µM; actives 0.069% (n = 330,000);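 active = more than half of a compound's replicate wells show inhibition beyond 50%, single wells judged on their own value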;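 note: signal counts dimethyl H3K9 product captured on neutravidin plate; 0% = median of DMSO wells and 100% = 0.3 times that DMSO median; strong numbers were not always called active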
PP5 inh: blocks human protein phosphatase 5 activity; purified PP5c, OMFP substrate fluorescence; inhibition, % at 6.7 µM; actives 0.18% (n = 320,000); AID 1987;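 active = inhibition above the campaign's mean inhibition across all tested compounds plus 3 SD, cut at about 9.5% in these data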;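 note: 0% = DMSO only and 100% = 100 µM cantharidin control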
Target sequence (P53041 whole entry, looked up): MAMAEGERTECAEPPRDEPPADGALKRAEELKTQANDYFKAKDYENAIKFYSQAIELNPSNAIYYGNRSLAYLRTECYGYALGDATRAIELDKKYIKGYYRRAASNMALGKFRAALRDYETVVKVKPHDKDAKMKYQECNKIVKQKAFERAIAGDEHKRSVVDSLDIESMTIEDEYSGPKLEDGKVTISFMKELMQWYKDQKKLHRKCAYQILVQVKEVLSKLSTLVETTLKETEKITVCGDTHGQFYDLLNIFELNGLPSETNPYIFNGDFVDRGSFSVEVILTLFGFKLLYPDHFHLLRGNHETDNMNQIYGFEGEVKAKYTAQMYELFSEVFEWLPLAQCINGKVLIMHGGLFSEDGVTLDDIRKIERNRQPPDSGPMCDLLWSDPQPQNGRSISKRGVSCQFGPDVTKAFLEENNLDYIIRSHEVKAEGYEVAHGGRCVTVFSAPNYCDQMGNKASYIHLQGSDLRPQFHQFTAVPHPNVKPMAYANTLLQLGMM
core dimer inh: HCV core protein dimerization inhibition. TR-FRET GST/Flag-core106 dimerization, 1536-well. inhibition, % at 5 µM. actives 0.33% (n = 300,000);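 active = inhibition above the mean of all tested compounds plus 3 SD, set per screening campaign, cut at about 45% in these data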
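System – GST-tagged and Flag-tagged HCV core protein residues 1-106 · Repeats – one well for each compound · Technique – TR-FRET 671 and 617 nm emission · Doses – one concentration, 5 µM, in 0.5% DMSO · Times – 4 h, 22.5 °C incubation · Also added – Eu donor and XL665 acceptor anti-tag antibodies · Measure – percent inhibition of core106 dimerization signal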
TPT1 inhibitor: blocks Candida albicans tRNA 2'-phosphotransferase. recombinant caTPT1, FP RNA substrate dephosphorylation. inhibition, % at 5 µM. actives 0.81% (n = 300,000). AID 1962;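 active = inhibition above the mean of all tested compounds plus 3 SD, set per screening campaign, cut at about 24% in these data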;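 note: plate controls were DMSO alone for no effect and ferristatin control at 100 nM for full effect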
Efflux pump inh: antifungal efflux pump inhibition, Nile Red retention. actives 0.44% (n = 330,000). S. cerevisiae Candida pump triplex. AID 485275. inhibition, % at 10 µM;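 active = plate passing quality check with inhibition over a set limit, or well fluorescence over plate mean plus 4 SD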;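 note: Nile Red retained in pooled yeast measured as flow cytometry median fluorescence; 0% = buffer negative control and 100% = Enniatin B positive control; higher means more Nile Red kept so more efflux inhibition; some compounds called inactive have numbers as strong as hits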
PP1 counter: blocks human PP1-alpha phosphatase, a PP5 counter-screen | AID 2235 | purified PP1alpha, OMFP fluorescence | inhibition, % at 6.7 µM | P62136 | actives 0.9% (n = 320,000);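 active = inhibition above the mean inhibition of all tested compounds plus 3 SD, computed separately for each screening campaign, cut at about 15% in these data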
procasp7 counter: counter-screen: procaspase-7 (human) activation | recombinant procaspase-7, Ac-DEVD-pNA absorbance 405 nm; D23A/D198A/D206A triple mutant, cannot self-cleave; scale: DMSO 0, 5 µM enzyme 100 | P55210 | activation, % at 8.5 µM | actives 0.093% (n = 330,000);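 active = percent activation above the screen-wide mean plus 3 SD, cut at about 25% in these data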
Target sequence (P55210 whole entry D23A/D198A/D206A): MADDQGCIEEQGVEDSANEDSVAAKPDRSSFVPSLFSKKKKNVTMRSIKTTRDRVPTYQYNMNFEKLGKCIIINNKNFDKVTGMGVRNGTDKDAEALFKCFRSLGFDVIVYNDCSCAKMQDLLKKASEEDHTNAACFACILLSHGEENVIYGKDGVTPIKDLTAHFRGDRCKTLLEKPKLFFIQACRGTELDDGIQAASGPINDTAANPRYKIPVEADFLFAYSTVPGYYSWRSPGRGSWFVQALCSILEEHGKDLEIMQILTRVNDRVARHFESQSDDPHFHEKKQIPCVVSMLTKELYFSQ
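Assay system – Uncleavable procaspase-7 mutant enzyme · Quantity – 2 µM procaspase-7 mutant as dispensed · Times – 1 h preincubation, 2 h reaction · Dosing – single nominal 8.5 µM compound dose, 0.8% DMSO final · Buffer or medium – Zinc-free 50 mM HEPES buffer, pH 7.4, with NaCl and Triton X-100 · Detection – Epi-absorbance of released pNA at 405 nm, two timepoints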
Active calls of the source: *; . = not tested or not shown.

SMILES | Fh CTSL1 inh | procasp3 activ | JMJD2C inh | PP5 inh | core dimer inh | TPT1 inhibitor | Efflux pump inh | PP1 counter | procasp7 counter
COCCN1C(=O)C(=O)/C(=C(/O)c2cccc(OC)c2)C1c1ccco1 (stereo unspecified) | -2 | -7 | -7 | 1.9 | -2 | 3 | -0.1 | -1 | -20
COc1ccc2nc(N/C(N)=N/C(=S)Nc3c(C)cccc3C)nc(C)c2c1 | 4 | 9 | 2 | 2.3 | 9 | 1 | 0.3 | -1 | -4
Cc1cc(C)cc(OCC(=O)OCC(=O)NCCC2=CCCCC2)c1 | -3 | 4 | -8 | 3.6 | 6 | 0 | 0.1 | 2 | 10
Cc1ccc(NC(=S)N(Cc2ccc(Cl)cc2)Cc2ccc(C(=O)O)cc2)cc1Cl | 4 | -2 | 6 | 6.1 | 24 | -1 | 0.4 | 17* | -13
O=C1c2ccccc2NC(c2ccccc2)N1/N=C/c1ccccc1 (stereo unspecified) | 1 | 6 | -2 | 4.8 | 8 | 1 | 0.2 | 0 | -7
COCCNC(=S)NCCCNc1nc2cc3c(cc2cc1C#N)OCO3 | -1 | -6 | -6 | -1.6 | 4 | -1 | 0.1 | 2 | -5
CC(C)(C)c1nc2ccc(NS(=O)(=O)c3ccc(F)c(F)c3F)cc2[nH]1 | 1 | 0 | -7 | -0.1 | 7 | -2 | -0.3 | -2 | 4
O=C1CC(c2ccccc2)Sc2ccccc2N1 (stereo unspecified) | -2 | 1 | -23 | 1.6 | -1 | -1 | 0.2 | 2 | 4
COc1cc(CC(=O)OCn2nnc3ccccc3c2=O)cc(OC)c1OC | -14 | -15 | -19 | 0.1 | -1 | 5 | 0.1 | -11 | 1
Cc1ccc(N=Cc2cc(Cl)cc(Cl)c2O)nc1 | -4 | -6 | 13 | 2.0 | 14 | 1 | -0.1 | -1 | 3
COc1ccc(C(=O)NC(NC(=S)Nc2ccc(S(N)(=O)=O)cc2)C(Cl)(Cl)Cl)cc1 (stereo unspecified) | -5 | 2 | 5 | 4.4 | 1 | -3 | 0.1 | 3 | 6
Cc1ccc(C)c2c1sc(=NC(=O)CN1C(=O)CCC1=O)n2C | -7 | 13 | 2 | 0.8 | 5 | 3 | 0.0 | 1 | 3
CN(Cc1cnn(-c2ccccc2)c1)C(=O)C1CCC(=O)N(C2CC2)C1 (stereo unspecified) | -1 | -2 | 0 | 0.5 | 8 | -2 | 0.0 | -3 | 9
COc1ccc(NC2CCCN(C(=O)CCN3Cc4ccccc4C3=O)C2)cc1 (stereo unspecified) | -2 | -2 | -2 | -0.1 | 6 | -1 | 0.0 | -4 | 5
CS(=O)(=O)Nc1cccc(C2=NN(S(C)(=O)=O)C(c3ccccc3)C2)c1 (stereo unspecified) | 3 | -5 | -9 | 3.4 | -5 | -4 | -0.1 | 0 | 6
CCOC(=O)C(Sc1ncc(C#N)c(N)n1)C(C)C (stereo unspecified) | 4 | -20 | -4 | 0.1 | -4 | 8 | -0.2 | 2 | -30
COc1cc(/C=N/n2nnnc2N)cc(Cl)c1OC | 0 | -16 | 8 | -0.4 | -7 | 0 | -0.1 | -7 | 6
COc1cc2cc(C(=O)N3CCOCC3)cc(-c3ccc(C)cc3)c2cc1OC | -2 | 3 | -14 | 1.2 | 16 | -6 | -0.1 | -3 | -7
CCOC(=O)C1CCCN(C(=O)C(C)Oc2ccc(Cl)cc2Cl)C1 (stereo unspecified) | -2 | -3 | 0 | -0.4 | 4 | 1 | -0.2 | -3 | 0
O=C(CCNC(=O)c1ccccc1)Nc1ccc(S(=O)(=O)Nc2ncccn2)cc1 | . | -8 | -7 | . | . | . | -0.1 | . | 6

Some of the entries so far, with values under each structure:
Second line of a record: Fh CTSL1 inh	procasp3 activ	JMJD2C inh	PP5 inh	core dimer inh	TPT1 inhibitor	Efflux pump inh	PP1 counter	procasp7 counter
> CS(=O)(=O)Nc1cccc(C2=NN(S(C)(=O)=O)C(c3ccccc3)C2)c1 (stereo unspecified)
 : 3	-5	-9	3.4	-5	-4	-0.1	0	6
> CCOC(=O)C(Sc1ncc(C#N)c(N)n1)C(C)C (stereo unspecified)
 : 4	-20	-4	0.1	-4	8	-0.2	2	-30
> COc1cc(/C=N/n2nnnc2N)cc(Cl)c1OC
 : 0	-16	8	-0.4	-7	0	-0.1	-7	6

Next part:
SMILES | Fh CTSL1 inh | procasp3 activ | JMJD2C inh | PP5 inh | core dimer inh | TPT1 inhibitor | Efflux pump inh | PP1 counter | procasp7 counter
COc1ccc(OCC(=O)Nc2cc(OC)cc(OC)c2)cc1 | -2 | 4 | -9 | 1.2 | -3 | 0 | 0.0 | 0 | 1
CCN1C(=O)CC(N2CCC(c3nc4ccccc4[nH]3)CC2)C1=O (stereo unspecified) | 0 | -2 | 2 | -0.3 | -3 | -6 | 0.0 | -2 | 25
CCOC(=O)N1CCN(CCC(=O)Nc2ccccc2OC)CC1 | -2 | -2 | 10 | -3.4 | -1 | 0 | 0.0 | -2 | 2
CCC(C)n1c(SCc2ccccc2)nc2ccsc2c1=O (stereo unspecified) | -1 | -5 | 1 | 1.6 | 9 | -2 | 0.0 | -1 | -10
COC(=O)Nc1nn(-c2ccc(Cl)cc2)c(=O)c(C#N)c1C | -4 | 11 | -1 | -2.5 | 5 | -2 | -0.1 | -1 | 7
Cc1ccc(S(=O)(=O)NCC(=O)OCC(=O)c2cc(C)n(-c3ccccc3)c2C)cc1 | -32 | -5 | 1 | 0.7 | 4 | 0 | -0.7 | 4 | -1
CC(Sc1nc2ccccc2n1C)C(=O)NC(c1ccccc1)c1ccccc1 (stereo unspecified) | 2 | 9 | 9 | 1.7 | 9 | 2 | 0.1 | 2 | -1
Cc1cc(C(C)(C)C)oc1C(=O)Nc1ccc(CC(=O)O)cc1 | 3 | -1 | 29 | -1.0 | 2 | -6 | -0.2 | -2 | 3
Cc1nn(CC(=O)Nc2ccc(N3CCOCC3)cc2)c(C)c1[N+](=O)[O-] | . | 3 | 3 | . | . | . | -0.1 | . | 8
Cc1nn2c(-c3ccc(F)cc3)ccnc2c1Cl | 2 | 6 | 10 | -1.8 | -7 | -2 | 0.0 | 4 | 2
CCn1c(SCC(=O)OC(C)C)nnc1-c1cccc(Cl)c1 | 1 | 1 | 28 | -1.0 | 9 | -2 | 0.1 | -3 | 8
CC(=O)COC(=O)C1CC(=O)N(c2ccc(C)c(C)c2)C1 (stereo unspecified) | -3 | 5 | -3 | 2.0 | 0 | -4 | 0.0 | -1 | -2
CC(C)=CCCC(C)CN1CCC(n2nccc2NC(=O)c2cccnc2)CC1 (stereo unspecified) | 1 | -2 | -11 | 3.3 | 2 | 7 | 3.8 | -5 | -1
COc1ccc(-c2cc(C(=O)NCCN3CCOCC3)c3ccccc3n2)cc1 | 2 | 2 | 2 | -0.5 | -7 | -1 | -0.1 | 0 | -2
Cc1c(Cl)cccc1NC(=O)CNC(=O)c1ccc2c(c1)OCCO2 | . | -2 | -5 | . | . | . | -0.1 | . | 10
COC(=O)CNC(=O)C(C)NC(=O)CNC(=O)OCc1ccccc1 (stereo unspecified) | -4 | -4 | 24 | -1.5 | 0 | 0 | 0.1 | -1 | 7
CC(=O)N1CCN(S(=O)(=O)c2cccc(C(=O)NCCC3=CCCCC3)c2)CC1 | 0 | -2 | -20 | -0.4 | -2 | -2 | 0.1 | -6 | 4
Cn1cnnc1Sc1nc2c(c(=O)n(C)c(=O)n2C)n1Cc1ccccc1Cl | -2 | -1 | -1 | -1.7 | -3 | -3 | -0.8 | 1 | 3
CC1CCN(C(=S)SCc2nc(N)nc(Nc3ccccc3)n2)CC1 | 1 | 4 | -3 | 3.3 | -1 | -1 | 0.0 | -1 | -3
CCCCn1c(N)c(N(CC(C)C)C(=O)c2ccc(COc3ccccc3)o2)c(=O)[nH]c1=O | 0 | 9 | -3 | -0.7 | 8 | 3 | -0.3 | -4 | 1
Cc1cc(C)c(NC2=NS(=O)(=O)c3ccccc32)c(C)c1 | -5 | 5 | 0 | 0.8 | -4 | -1 | -0.1 | 1 | 10
O=C(Oc1ccc(OC(=O)c2ccco2)c(S(=O)(=O)c2ccc(Cl)cc2)c1)c1ccco1 | -3 | -1 | -5 | 2.9 | 11 | -2 | 1.3 | 0 | -7
CC(Sc1nnc(NCc2ccccc2)s1)C(=O)Nc1ccc2c(c1)C(=O)c1ccccc1C2=O (stereo unspecified) | -2 | 4 | 0 | 3.1 | 40 | -4 | -0.1 | 17* | 0
Cc1ccc(C)c(SCC(=O)NCc2ccco2)c1 | -16 | 7 | 2 | 0.5 | 3 | -1 | 0.0 | -2 | -6
OC(CN1CCN(c2cccc(Cl)c2)CC1)c1ccccc1 (stereo unspecified) | -4 | 10 | 0 | 1.8 | -10 | 0 | -0.1 | -2 | -8
CCOC(=O)CCCc1ccc(/C(C)=N/NC(=S)NC)cc1 | 1 | -2 | 9 | 4.6 | 2 | 2 | 0.2 | -1 | 5
Cc1c(Cl)cnc(NC(=O)COC(=O)c2ccc3ncsc3c2)c1Cl | -5 | -5 | 2 | 3.6 | 26 | 4 | -0.1 | 4 | -2
[N-]=[N+]=CC(=O)CNC(=O)[C@@H](Cc1ccccc1)N1C(=O)c2ccccc2C1=O | 43* | 2 | 1 | -0.2 | -5 | -1 | 0.0 | 2 | 14
O=C(COc1ccc(Cl)cc1)NCc1nnc(SCC(=O)N2CCCCCC2)o1 | 7 | 2 | 6 | -1.5 | 2 | -2 | -0.2 | -4 | -9
Fc1cc(Br)ccc1NC(=S)Nc1ccccc1 | 0 | -7 | 6 | 0.3 | 2 | -5 | 0.0 | 0 | -5
O=C(COc1cccc([N+](=O)[O-])c1)N/N=C/c1ccco1 | -7 | -3 | 26 | 2.8 | 0 | -2 | 0.0 | -3 | 5
COC(=O)c1ccc(C(=O)NC2CCCc3c2cnn3-c2ccc(C)c(C)c2)cc1 (stereo unspecified) | 1 | -5 | 4 | -0.3 | 15 | -3 | 0.0 | 1 | 4
CCN(CC(=O)NC(=O)NCc1ccccc1)Cc1nc2ccccc2c(=O)[nH]1 | -2 | 5 | 7 | -0.1 | -2 | 4 | 0.1 | -2 | 9
COc1ccc(C(=O)NC2(C(F)(F)F)NC(=O)N(CCCc3ccccc3)C2=O)c(OC)c1OC (stereo unspecified) | 4 | 7 | -1 | 4.5 | 7 | -4 | -0.3 | 1 | -1
COc1cc(C2OCC3C(c4cc(OC)c(OC)c(OC)c4)OCC23)cc(OC)c1OC (stereo unspecified) | 1 | 2 | -32 | 2.2 | 1 | -5 | -0.1 | 6 | -3
O=C(OCC(=O)c1ccc(Cl)s1)c1cncc(Br)c1 | . | 11 | 1 | . | . | . | -0.2 | . | 0
